# POLB inh – blocks human DNA polymerase beta activity. P06746. Pol beta primer extension/strand displacement, fluorescence kinetic. Potency, µM (doses to about 114 µM), without a hit: at the highest dose activity change, negative = inhibition, most hits filed as inhibitors. 340,000 compounds, 1.3% hits. AID 485314; note: % is set by controls: 0 for no effect and ±100 for the full control effect
#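 Preincubation: enzyme (10 nM) with compound, 15 min, RT. Reaction: substrate added to 50 nM final. Reads: 0 and 10 min. Analysis: normalized, Hill fit.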
# Pol eta inh – inhibitors of human DNA polymerase eta. Q9Y253. recombinant Pol eta, fluorescent DNA replication assay. Potency, µM (doses to about 114 µM), for the others: at the highest dose activity change, negative = inhibition, actives largely listed as inhibitors. 390,000 compounds, 1.2% hits. AID 588591; note: % is set by controls: 0 for no effect and ±100 for the full control effect
#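 Fluorescent replication assay: 50 nM final substrate added after a 15 min room-temperature compound preincubation with 10 nM enzyme. Signal taken at 0 min and again at 10 min.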
# Apoferritin bind – binds horse apoferritin like a general anesthetic. 350,000 compounds, 0.074% hits. P02791. Potency, µM (doses to about 77.5 µM), inactives show at the top dose activity change, negative = displacement, hits mostly inhibitors. AID 485281. apoferritin/1-aminoanthracene competitive binding, fluorescence; note: % is set by controls: 0 for no effect and ±100 for the full control effect; nearly all actives have a fitted effect of over 20% in size
#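 10 uM apoferritin + 50% sat. 1-AMA, PBS; cpd 10 min RT; Ex380/Em535 endpoint; normalized to free probe vs complex; 4-param Hill fit; propofol titration as pos. ctrl.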
# Pol iota inh – inhibitors of human DNA polymerase iota | Pol iota fluorescent replication assay, 10 min | Potency, µM (top dose mostly 115 µM), for the others: at the highest dose activity, negative = inhibition, most hits filed as inhibitors | 390,000 compounds, 1% hits
# Target sequence (Q9UNA4 whole entry, looked up): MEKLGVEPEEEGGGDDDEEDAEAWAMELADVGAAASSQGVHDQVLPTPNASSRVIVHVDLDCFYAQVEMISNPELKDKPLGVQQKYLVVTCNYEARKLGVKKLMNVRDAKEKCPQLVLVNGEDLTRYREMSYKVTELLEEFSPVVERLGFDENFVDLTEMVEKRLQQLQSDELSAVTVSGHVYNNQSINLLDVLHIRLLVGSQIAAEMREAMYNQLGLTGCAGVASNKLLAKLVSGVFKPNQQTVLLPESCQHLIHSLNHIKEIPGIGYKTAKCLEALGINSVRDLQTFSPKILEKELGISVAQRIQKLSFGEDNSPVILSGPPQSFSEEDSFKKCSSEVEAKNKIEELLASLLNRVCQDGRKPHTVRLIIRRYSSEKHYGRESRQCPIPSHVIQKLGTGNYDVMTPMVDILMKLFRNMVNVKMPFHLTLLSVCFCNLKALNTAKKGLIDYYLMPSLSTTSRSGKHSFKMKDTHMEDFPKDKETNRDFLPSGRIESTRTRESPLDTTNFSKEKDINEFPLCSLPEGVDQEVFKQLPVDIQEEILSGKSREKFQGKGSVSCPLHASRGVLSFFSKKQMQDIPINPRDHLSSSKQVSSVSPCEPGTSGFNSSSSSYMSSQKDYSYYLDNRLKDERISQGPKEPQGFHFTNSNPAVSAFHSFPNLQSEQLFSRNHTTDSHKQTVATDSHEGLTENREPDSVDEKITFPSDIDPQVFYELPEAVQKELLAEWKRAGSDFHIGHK
#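 Fluorescent replication assay read twice, at 0 min and 10 min after adding 50 nM (final) substrate. Enzyme (10 nM) and compounds were first incubated 15 min at room temperature; enzyme-free buffer wells were negative controls.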
# G9a block – G9a (human) methyltransferase inhibition | Q96KQ7 | G9a H3K9 monomethylation, AlphaScreen, 2 h | Potency, µM (doses to about 102 µM), for the others: at the highest dose activity, negative = inhibition, hits mostly inhibitors | 350,000 compounds, 8.8% hits | AID 504332; note: % is set by controls: 0 for no effect and ±100 for the full control effect; nearly all actives have a fitted effect of over 75% in size
# Target sequence (Q96KQ7 913-1193 limits assumed): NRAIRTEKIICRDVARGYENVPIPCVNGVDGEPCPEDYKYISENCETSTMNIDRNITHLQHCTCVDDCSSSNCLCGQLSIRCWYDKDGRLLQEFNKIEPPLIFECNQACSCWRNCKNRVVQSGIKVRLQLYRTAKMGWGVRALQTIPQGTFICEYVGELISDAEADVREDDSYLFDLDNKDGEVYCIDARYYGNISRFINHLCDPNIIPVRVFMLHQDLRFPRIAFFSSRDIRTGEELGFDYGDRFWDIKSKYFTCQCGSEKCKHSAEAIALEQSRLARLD
#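 Using a bead-based AlphaScreen, monomethylated H3K9 product from 2 h room-temperature reactions (G9a 20 nM, peptide 500 nM, SAM 20 uM) was detected with 0.5 ug/mL rabbit anti-H3K9me1 antibody.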
# APE1 inh – inhibitors of human APE1 endonuclease; recombinant APE1, TAMRA/BHQ-2 abasic DNA cleavage fluorescence; Potency, µM (series often up to 65.8 µM), inactives show top-dose activity change, negative = inhibition, most hits filed as inhibitors; 350,000 compounds, 0.35% hits; AID 2517;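 note: plate controls were vehicle for no effect and reference inhibitor for full effect; nearly all actives have a fitted effect of over 55% in size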
#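 APE1 at 0.75 nM final was preincubated with compound 15 min at room temperature, then 50 nM double-stranded THF abasic-site substrate (5'-TAMRA/3'-BHQ-2) was added. Fluorescence (ex 525/em 598 nm) was read kinetically; third-minus-first read gave activity.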
# Pol kappa inh – inhibitors of human DNA polymerase kappa | purified Pol kappa, fluorescent DNA synthesis assay, 10 min | Potency, µM (doses to about 107 µM), without a hit: at the top dose activity, negative = inhibition, hits mostly inhibitors | 400,000 compounds, 0.53% hits | AID 588579; note: % is set by controls: 0 for no effect and ±100 for the full control effect
#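 Activity was followed as the change in fluorescence between reads at 0 and 10 min after starting the reaction with 50 nM substrate. Beforehand, 10 nM polymerase had been preincubated with compound for 15 min at room temperature.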
# BAZ2B inh – inhibitors of human BAZ2B bromodomain; Q9UIF8; AlphaScreen BAZ2B-H3K14Ac peptide displacement; Potency, µM (doses to about 114 µM), inactives show at the top dose activity change, negative = inhibition, usual class: inhibitors; 360,000 compounds, 4.4% hits; AID 504333; note: % is set by controls: 0 for no effect and ±100 for the full control effect; nearly all actives have a fitted effect of over 60% in size
#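 Multi-concentration screen (max 110 uM) measuring displacement of acetylated histone H3 peptide from BAZ2B by AlphaScreen, using 50 nM protein, 50 nM peptide and 10 ug/mL streptavidin donor plus Ni-chelate acceptor beads.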
# BLM helicase inh – blocks DNA unwinding by human BLM helicase | recombinant BLM DNA unwinding, fluorescence dequenching | 350,000 compounds, 0.2% hits | P54132 | Potency, µM (series often up to 56.1 µM), for the others: top-dose activity change, negative = inhibition, hits mostly inhibitors;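 note: plate controls were vehicle for no effect and no enzyme for full effect; nearly all actives have a fitted effect of over 35% in size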
# Numbers without * were called inactive; ? = inconclusive; . = not tested or not shown; [ ] = remark or other dose. Calls come from the whole dose curve; as a rule, active = well fitted curve in the direction sought with a large enough effect; inconclusive = small, poorly fitted or top-dose-only effect, or another doubt; inactive = no such curve, though single readings can be large; an effect the other way counts as inactive or inconclusive. Potency is the fitted concentration of half-maximal effect. These rows are one share of the data, so the mix of outcomes need not match the whole.
SMILES,POLB inh,Pol eta inh,Apoferritin bind,Pol iota inh,G9a block,APE1 inh,Pol kappa inh,BAZ2B inh,BLM helicase inh
COc1ccc(C(=O)NC(=S)Nc2ccccc2N2CCOCC2)cc1Br,19%,-6%,6%,15%,-7%[59 µM],-2%,-16%,?,-9%
C=CCN(c1ccc(C(=O)OC)cc1)S(=O)(=O)c1ccccc1,-20%,-14%,-13%,1%,8%,-1%,-5%,24%,-14%
CCc1ccc(C(=O)c2cn(CC(=O)Nc3ccc4c(c3)OCCO4)c3ccc(C)cc3c2=O)cc1,27%,-1%,-1%,15%,-5%[59 µM],.,-19%,-11%,-7%
O=S(=O)(c1cc(Cl)ccc1Cl)N1CC2CCCN2c2ccc(C(F)(F)F)cc21 (stereo not drawn),0%,5%,0%,5%,43%[59 µM],1%,-9%,?,-5%
COc1cccc(NC(=O)CSc2nc3c(sc4ccccc43)c(=O)n2CCN(C)C)c1,4%,2%,?,?,-44%[59 µM],?,-10%,-31%,-1%
Cc1onc(-c2ccccc2)c1C(=O)NCc1ccc2c(c1)OCO2,13%,-2%,-13%,9%,?,5%,-3%,?,0%
COC(=O)C1C2C=CC3(CN(Cc4ccco4)C(=O)C13)O2 (stereo not drawn),4%,-10%,8%,7%,?,-4%,-4%,-4%,0%
Cc1cccn2c(=O)c(/C=C(\C#N)C(N)=O)c(N3CCN(c4cccc(Cl)c4)CC3)nc12,12%,-6%,-20%,12%,22µM*,5%,-4%,-34%,-14%
O=C(Nc1cc2c(cc1C(=O)O)OCCCO2)c1ccc(F)cc1F,25%,-19%,-5%,108%[activator],2%,20%,-14%,-3%,-3%
Cc1ccc(S(=O)(=O)N2CCOCC2)cc1C(=O)Nc1ccc2c(c1)OCCO2,.,-11%,.,-9%,-7%[12.7 µM],-9%,-7%,-1%,.
O=C1CCCN1c1ccc(C(=O)N(Cc2nnc(-c3ccc(Cl)cc3)o2)C2CC2)cc1,.,-3%,.,47%[activator],-25%,26%,1%,12%,.
CC(C)CC(=O)Nc1nnc(SCC(=O)NCc2ccco2)s1,-1%,-5%,-5%,154%[activator],14%,4%,-11%,-5%,1%
O=C(NCC1CCCCC1)C1CCCN(C(=O)NC2CCCCC2)C1 (stereo not drawn),-21%,-6%,-8%,12%,9%,-1%,-7%,-2%,3%
CCOC(=O)c1cc(NC(=O)N2CCCCC2)c(C)nc1C,27%,7%,-12%,10%,-8%[12.7 µM],5%,7%,2%,0%
COC(=O)Nc1ccc(S(=O)(=O)N2CCCC(C(=O)N3CCOCC3)C2)cc1 (stereo not drawn),-15%,-9%,-4%,36%,19%,4%,14%,-3%,-2%
COc1cc(/C=C2\SC(=S)N(C(C(=O)O)c3ccccc3)C2=O)cc(OC)c1OC (stereo not drawn),0%,12%,-14%,?,?,-3%,-6%,?,-2%
CCOC(=O)c1nn(-c2ccc(Cl)cc2)c2nc(Nc3ccccc3)cc(=O)n12,-2%,-7%,-18%,3%,-1%[59 µM],3%,-17%,2%,-11%
NC(=O)Cn1c(-c2nonc2N)nc2ccccc21,2%,4%,-2%,-3%,-26%,-1%,-5%,1%,-3%
Cc1ccc(NC(=O)CCC(=O)c2cccs2)cc1,1%,0%,?,3%,21%[12.7 µM],-6%,-7%,3%,0%
Cc1nn(C(=O)COc2ccccc2Br)c(C)c1Sc1ccccc1,-2%,-13%,1%,22%,10%[59 µM],.,-11%,76%[activator],-7%
Cc1ccc(Sc2ccc(CN3CCCCC3)cc2[N+](=O)[O-])cc1,-13%,-10%,-19%,-18%,18µM*,-2%,-14%,?,-6%
COc1cc(-c2nc(Cc3c(F)cccc3Cl)no2)cc(OC)c1OC,?,-8%,?,2%,?,9%,0%,50µM*,-9%
CN(C)c1ccc(CNCC2CCCO2)cc1 (stereo not drawn),3%,-15%,-4%,80%[activator],?,-15%,-12%,1%,-6%
CCC(C)COC(c1ccccc1)(c1ccccc1)C(Oc1nc(C)cc(C)n1)C(=O)O (stereo not drawn),0%,9%,-19%,79µM*,?,22%,-16%,-18%,-4%
O=C(COC(=O)CSc1ccc2ccccc2c1)Nc1ccccc1OC(F)F,-2%,-13%,1%,80%[activator],26%,-5%,-12%,24%,-5%
COc1ccc(C(=O)NCCNC(C)=O)cc1S(=O)(=O)NCc1ccc(Cl)cc1,3%,-6%,-16%,10%,-27%[12.7 µM],-1%,-2%,19%,0%
COc1ccccc1CNC(=O)CSc1ccsc1[N+](=O)[O-],?,-5%,-17%,?,50µM*,-8%,-16%,?,-20%
Cc1cccc(NC(=O)c2cc(=O)c3ccccc3o2)c1,20%,-11%,2%,162%[activator],-16%[2.33 µM],-5%,1%,0%,-2%
O=C(COC(=O)c1cc([N+](=O)[O-])ccc1N1CCOCC1)Nc1c(Cl)cccc1Cl,.,-22%,.,19%,-47%,-1%,-6%,?,.
CC(C)(C)CC(C)(C)NC(=O)Nc1cccc([N+](=O)[O-])c1,?,-16%,?,16%,.,15%,-6%,-13%,-9%
CCOC(=O)C1CCCN(Cc2nc3ccc([N+](=O)[O-])cc3c(=O)n2-c2ccc(OC)cc2OC)C1 (stereo not drawn),-1%,-10%,?,12%,40µM*,-5%,-7%,-37%,-11%
CC(C)CC(=O)Nc1nnc(SCC(=O)NCc2ccc3c(c2)OCO3)s1,2%,-1%,-5%,128%[activator],5%,2%,6%,-5%,-2%
CSCCC(NC(=O)c1cccc(S(=O)(=O)N2CCOCC2)c1)C(=O)Nc1ccc(F)cc1 (stereo not drawn),0%,-16%,6%,-4%,7.1µM*,1%,-3%,-3%,1%
CCC(=O)Nc1ccc(NC(=O)c2cccc(OC)c2)nc1,26%,-1%,2%,-9%,-4%[59 µM],12%,6%,8%,3%
CN(C)C1=NC[C@H](Cc2ccccc2)N1CCCC1CCCC1,.,-6%,.,?,?,24%,-18%,?,.
CNC(=O)N(O)C1N(C)C(=O)N(CC(=O)OC)C1(C)C (stereo not drawn),17%,1%,-7%,-5%,-38%[59 µM],-7%,-10%,9%,3%

# Some of the entries above in a different format:
Molecule	POLB inh	Pol eta inh	Apoferritin bind	Pol iota inh	G9a block	APE1 inh	Pol kappa inh	BAZ2B inh	BLM helicase inh
CNC(=O)N(O)C1N(C)C(=O)N(CC(=O)OC)C1(C)C (stereo not drawn)	17%	1%	-7%	-5%	-38%[59 µM]	-7%	-10%	9%	3%
COc1ccc(C(=O)NCCNC(C)=O)cc1S(=O)(=O)NCc1ccc(Cl)cc1	3%	-6%	-16%	10%	-27%[12.7 µM]	-1%	-2%	19%	0%

# The list goes on.
SMILES,POLB inh,Pol eta inh,Apoferritin bind,Pol iota inh,G9a block,APE1 inh,Pol kappa inh,BAZ2B inh,BLM helicase inh
CC(=O)Nc1ccc(NC(=O)C2CC(=O)N(Cc3ccco3)C2)cc1 (stereo not drawn),.,-19%,.,27%,16µM*,13%,0%,1%,.
CC(=O)Nc1ccc(S(=O)(=O)N2CCN(c3cc(C)nc4ccccc34)CC2)cc1,0%,5%,-7%,-13%,38%[59 µM],1%,-17%,11%,-9%
C=CCN1C(=O)C2C3C=CC(C2C1=O)C1C2C(=O)N(CC=C)C(=O)C2C31 (stereo not drawn),9%,-15%,0%,30%,.,4%,5%,-10%,3%
Cc1ccc(CNC(=O)c2cc3c(s2)CS(=O)(=O)C3)cc1,-4%,-9%,-6%,25%,16%,3%,-15%,-10%,-3%
CCCn1c2ccccc2c2cnn(CC(=O)NC(CCSC)C(=O)OC)c(=O)c21 (stereo not drawn),28%,-5%,2%,5%,-2%[59 µM],.,3%,-2%,0%
COc1ccc(/C(C)=N/NC(=O)C2CC2)cc1,-4%,-13%,-5%,-16%,.,11%,7%,-12%,2%
COc1cccc(C(=O)Nc2ccc(NC(=O)C3CCCCC3)nc2)c1,38%,-8%,?,-10%,7%,19%,3%,-14%,-1%

# By substructure: the compounds so far with four or more nitrogen atoms (eleven)
SMILES,POLB inh,Pol eta inh,Apoferritin bind,Pol iota inh,G9a block,APE1 inh,Pol kappa inh,BAZ2B inh,BLM helicase inh
COc1cccc(NC(=O)CSc2nc3c(sc4ccccc43)c(=O)n2CCN(C)C)c1,4%,2%,?,?,-44%[59 µM],?,-10%,-31%,-1%
Cc1cccn2c(=O)c(/C=C(\C#N)C(N)=O)c(N3CCN(c4cccc(Cl)c4)CC3)nc12,12%,-6%,-20%,12%,22µM*,5%,-4%,-34%,-14%
O=C1CCCN1c1ccc(C(=O)N(Cc2nnc(-c3ccc(Cl)cc3)o2)C2CC2)cc1,.,-3%,.,47%[activator],-25%,26%,1%,12%,.
CC(C)CC(=O)Nc1nnc(SCC(=O)NCc2ccco2)s1,-1%,-5%,-5%,154%[activator],14%,4%,-11%,-5%,1%
CCOC(=O)c1nn(-c2ccc(Cl)cc2)c2nc(Nc3ccccc3)cc(=O)n12,-2%,-7%,-18%,3%,-1%[59 µM],3%,-17%,2%,-11%
NC(=O)Cn1c(-c2nonc2N)nc2ccccc21,2%,4%,-2%,-3%,-26%,-1%,-5%,1%,-3%
CCOC(=O)C1CCCN(Cc2nc3ccc([N+](=O)[O-])cc3c(=O)n2-c2ccc(OC)cc2OC)C1 (stereo not drawn),-1%,-10%,?,12%,40µM*,-5%,-7%,-37%,-11%
CC(C)CC(=O)Nc1nnc(SCC(=O)NCc2ccc3c(c2)OCO3)s1,2%,-1%,-5%,128%[activator],5%,2%,6%,-5%,-2%
CNC(=O)N(O)C1N(C)C(=O)N(CC(=O)OC)C1(C)C (stereo not drawn),17%,1%,-7%,-5%,-38%[59 µM],-7%,-10%,9%,3%
CC(=O)Nc1ccc(S(=O)(=O)N2CCN(c3cc(C)nc4ccccc34)CC2)cc1,0%,5%,-7%,-13%,38%[59 µM],1%,-17%,11%,-9%
CCCn1c2ccccc2c2cnn(CC(=O)NC(CCSC)C(=O)OC)c(=O)c21 (stereo not drawn),28%,-5%,2%,5%,-2%[59 µM],.,3%,-2%,0%

# Assay outcomes from PubChem.
